Bioassay records (PubChem BioAssay)
Ec RNAP inh = blocks E. coli RNA polymerase transcription. 62,000 compounds, 0.2% hits. P0A8V2. fluorescence transcription assay. inhibition, %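 (tested at 10 µM)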; in the data active = inhibition above about 20%;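 also: 0% = enzyme without compound and 100% = no enzyme blank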
Hsp90 block = displaces geldanamycin probe from tumor Hsp90; inhibition, % at 30 µM; NCI-N417 lysate Hsp90, Cy3B-geldanamycin FP displacement; P07900; 64,000 compounds, 0.35% hits;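 active = inhibition above 50%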;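 also: 0% = tracer plus lysate wells and 100% = tracer alone without lysate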
CatB block = blocks human cathepsin B protease activity | purified cathepsin B, fluorogenic substrate, fluorescence | inhibition, %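 (tested at 10 µM)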 | 63,000 compounds, 0.1% hits | AID 453; in the data active = inhibition above about 21%;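 also: 0% = enzyme with no compound and 100% = no enzyme blank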
CatB mixtures = human cathepsin B inhibition by mixtures. Purified cathepsin B, AMC dipeptide fluorescence, compound mixtures. inhibition, %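 (ten-compound pools at 5 µM per compound and 50 µM total)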. 62,000 compounds, 0.06% hits. AID 488; in the data active = inhibition above about 22%, passing the limit was not always enough;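 also: 0% = enzyme without compound and 100% = no enzyme blank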
AP complement = orthogonal test for alternative complement pathway inhibitors; inhibition, % at 5 µM; 62,000 compounds, 0.08% hits; Human serum alternative complement pathway, LPS-coated ELISA, C3 deposition; tested in compound mixtures;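 active = inhibition above 30% in each of the two pooled mixtures holding the compound, so the lower value exceeds 30%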;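 also: 0% = serum in Mg-EGTA without compound and 100% = EDTA serum blank; some compounds past the cut are filed as inactive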
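Medium: diluted human serum in Mg2+-EGTA GVB++. Assay system: human serum complement alternative pathway, C3 deposition onto LPS. Also added: Plate-bound LPS. Technique: Anti-C3 ELISA, OD 450 nm. Measure: percent inhibition. Incubation: 1 h at 37 °C. Dosing: 5 µM each compound, pools of ten, 50 µM per pool.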
DUSP1 inh = blocks human MKP-1 phosphatase activity | P28562 | recombinant MKP-1, OMFP hydrolysis fluorescence | inhibition, %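 (compounds tested at a single concentration somewhere between 10 and 100 µM)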 | 65,000 compounds, 0.15% hits | AID 374;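 active = inhibition above about 50%, limit read from the data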;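 also: 0% = DMSO max control wells and 100% = wells with enzyme stopped by NaOH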
Target sequence (P28562 whole entry, looked up): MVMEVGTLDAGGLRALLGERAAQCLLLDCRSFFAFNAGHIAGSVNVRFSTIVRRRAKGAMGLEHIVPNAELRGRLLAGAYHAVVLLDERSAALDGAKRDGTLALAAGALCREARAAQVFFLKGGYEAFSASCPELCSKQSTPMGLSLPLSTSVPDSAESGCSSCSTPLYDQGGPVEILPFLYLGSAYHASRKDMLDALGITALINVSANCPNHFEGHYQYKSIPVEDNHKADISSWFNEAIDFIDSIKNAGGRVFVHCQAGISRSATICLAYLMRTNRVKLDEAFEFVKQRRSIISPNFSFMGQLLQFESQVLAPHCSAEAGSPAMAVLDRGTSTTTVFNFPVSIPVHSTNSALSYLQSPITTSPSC
Cdc25B inh = human M-phase inducer phosphatase 2 inhibition; P30305; recombinant Cdc25B, OMFP fluorescence Ex485/Em525; inhibition, %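 (compounds tested at 10 µM final in the well)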; 65,000 compounds, 0.1% hits; AID 368; in the data active = inhibition above about 50%
Ecoli tolC = blocks growth of E. coli BW25113 tolC mutant; 65,000 compounds, 2.2% hits; AID 573; growth inhibition, % at 10 µM (by protocol); OD615;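 active = growth inhibition at or above a cutoff equal to the mean over every tested compound plus 3 SD, cut at about 60% in these data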;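 also: growth measured after 20 h incubation at 37 °C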
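Assay system: tolC-deleted E. coli BW25113. Medium: kanamycin-containing LB broth (50 µg/mL). Dosing: 10 µM final, single dose. Timing: bacterial growth with compound for 20 h at 37 °C. Detection: A615 absorbance measurement. Read-out basis: growth inhibition in percent.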
D1 allo mod = D1 dopamine receptor (human) allosteric modulation; P21728; HEK293 D1, CRE-luciferase, dopamine EC30 potentiation; actives deviate in either direction; B-score at 10 µM; 58,000 compounds, 5.9% hits;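 active = luminescence count or its row- and column-corrected plate score outside the 99.7% band of the plate's sample wells, on either side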
Target sequence (P21728 whole entry, looked up): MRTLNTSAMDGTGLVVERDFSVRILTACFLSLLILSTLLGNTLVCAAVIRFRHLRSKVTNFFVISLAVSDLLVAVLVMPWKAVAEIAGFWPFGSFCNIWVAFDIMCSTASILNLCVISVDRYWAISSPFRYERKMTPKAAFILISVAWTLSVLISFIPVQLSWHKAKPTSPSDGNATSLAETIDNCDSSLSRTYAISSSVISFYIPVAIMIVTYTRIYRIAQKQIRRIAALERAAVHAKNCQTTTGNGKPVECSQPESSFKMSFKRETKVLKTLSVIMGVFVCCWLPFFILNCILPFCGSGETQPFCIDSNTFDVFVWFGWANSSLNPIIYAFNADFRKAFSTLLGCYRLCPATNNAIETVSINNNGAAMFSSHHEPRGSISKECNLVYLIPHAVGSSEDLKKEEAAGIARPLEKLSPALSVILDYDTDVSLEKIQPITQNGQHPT
The depositor's hits bear a star; / = no result given.

smiles	Ec RNAP inh	Hsp90 block	CatB block	CatB mixtures	AP complement	DUSP1 inh	Cdc25B inh	Ecoli tolC	D1 allo mod
O=C(c1ccco1)N1CCN(/C(=N/S(=O)(=O)c2cccs2)c2ccccc2Cl)CC1	6	-3	3	-15	5	-16	-12	-15	0.82
Cc1nc(SCC(=O)N2CCN(c3ccccc3)CC2)c2oc3ccccc3c2n1	7	1	2	1	0	7	-1	46	-0.82
COc1ccc(OC)c(NC(=O)C2=C(C)Nc3ncnn3C2c2cccs2)c1 (stereo not drawn)	9	-2	-2	5	14	-10	0	-5	1
COc1cccc(C2CC(C(F)(F)F)n3nc(C(=O)NCc4cccnc4)cc3N2)c1 (stereo not drawn)	7	1	-6	2	9	2	0	10	1.1
Cc1ccc(S(=O)(=O)NC(=O)Nn2c(C)nnc2C)cc1	2	/	9	6	6	12	-17	-10	-0.94
COC(=O)c1ccc(C2c3c(n[nH]c3C)C(=O)N2c2ccc(C)cc2)cc1 (stereo not drawn)	0	0	9	7	13	12	-5	75*	0.03
Cc1c(C(=O)O)sc2nc(C)n(C)c(=O)c12	7	0	2	-5	15	-25	-16	-21	/
C/C(N)=C(/C#N)C(=O)CSc1nnc(NC(C)C)s1	3	-5	5	1	11	11	1	-10	-0.15
Cc1nc2cc(Cl)ccc2n1CCO	2	0	2	2	0	-5	-3	-7	-0.036
CN(C)C(CNC(=O)Nc1cccc(Cl)c1)c1cccnc1 (stereo not drawn)	-5	3	-6	-5	1	2	5	-26	/
CCOC(=O)c1c(C)n(C)c2ccc(OCC(O)CN3CCCCCC3)cc12 (stereo not drawn)	0	-1	0	3	18	-7	-20	2	/
Cc1ccc(-c2noc(CCC(=O)NCC3CCN(Cc4cccc(C)c4)CC3)n2)cc1	2	0	-4	7	6	-23	-30	-8	-1.2

Compounds listed so far with a Cl atom, in the order listed:
smiles	Ec RNAP inh	Hsp90 block	CatB block	CatB mixtures	AP complement	DUSP1 inh	Cdc25B inh	Ecoli tolC	D1 allo mod
O=C(c1ccco1)N1CCN(/C(=N/S(=O)(=O)c2cccs2)c2ccccc2Cl)CC1	6	-3	3	-15	5	-16	-12	-15	0.82
Cc1nc2cc(Cl)ccc2n1CCO	2	0	2	2	0	-5	-3	-7	-0.036
CN(C)C(CNC(=O)Nc1cccc(Cl)c1)c1cccnc1 (stereo not drawn)	-5	3	-6	-5	1	2	5	-26	/

Other records:
smiles	Ec RNAP inh	Hsp90 block	CatB block	CatB mixtures	AP complement	DUSP1 inh	Cdc25B inh	Ecoli tolC	D1 allo mod
CC(=O)c1cc(CN2C(=O)c3ccccc3C2=O)cs1	6	-6	4	-1	-12	-5	-19	-2	0.88
C1CCN(c2nc(N3CCCC3)nc(N3CCNCC3)n2)C1	8	0	-3	-5	1	25	-15	-11	-2.9
COc1cc(OC)c(C2=NOC(C(=O)Nc3c(C)nn(CC(=O)N4CCCC4)c3C)C2)cc1Cl (stereo not drawn)	-9	-7	4	1	5	15	0	-10	0.12
Cc1cc(O)c(C(=O)c2ccccc2C(=O)O)cc1C	3	1	-4	-3	8	11	-1	1	-0.061
CCO/C(C)=N/n1c2nc3ccccc3nc2c2c(=O)n(C3CCCC3)c(C)nc21	-1	-12	-1	-2	8	3	5	6	2.3
CC1CN(C(=O)C(C)N2C(=O)c3ccccc3C2=O)CC(C)O1 (stereo not drawn)	10	-2	4	4	5	16	2	1	-0.19
CCOc1cc2c(C#N)c(N3CCOCC3)nc(N)c2c(N)n1	4	-5	-4	8	10	27	-4	0	12*
c1cnn(-c2cc(N3CCOCC3)ncn2)c1	-13	0	0	-2	-16	8	10	-20	1.6
O=c1cc(-c2ccccc2)nc2nc(COc3ccccc3)[nH]n12	-8	-2	2	0	-9	2	-13	29	0.29
CCCC12CN3CC(C)(CN(C1)C3c1ccc3c(c1)OCO3)C2=O (stereo not drawn)	-2	-2	3	-6	-4	0	-11	20	0.34
COC(=O)C1=C(C)NC(C)=C(C(=O)OC)C1C(=O)OC1CCCCC1=O (stereo not drawn)	6	-3	5	4	8	-2	-3	-14	-1.2
O=C(NCc1ccccc1)c1n[nH]nc1-c1ccccc1O	4	2	-1	-3	4	-1	-14	14	0.47
Cc1cccc(CC2CC(=O)N(C3CCCCC3)C2=O)c1 (stereo not drawn)	5	-6	5	1	10	6	-10	24	-0.028
CCN(CC)C(=O)C1CCCN(Cc2ccc(OC)c(C)c2C)C1 (stereo not drawn)	4	/	-3	2	12	2	-16	-9	/
CCOC(=O)N1CCC(N2C(=O)c3cc(C(=O)NC4CCCCC4)ccc3C2O)CC1 (stereo not drawn)	0	-4	-1	2	5	2	-1	-3	0.045
CN(Cc1nc(-c2ccncc2)no1)S(=O)(=O)c1ccc(Br)cc1	8	-4	2	1	-4	-2	0	8	0.75
Cc1ccc(-n2ncc3c(=O)n(CC(=O)NCC4CCCO4)cnc32)cc1 (stereo not drawn)	7	-3	6	-1	5	-14	8	-20	/
Cc1ccc(-n2c(N)c(C(N)=O)sc2=S)cc1	9	-5	4	-3	7	-11	9	1	0.76
CCCCOCCCNC(=O)N[C@@H](CC(C)C)C(=O)O	5	-1	-1	-2	16	-1	-11	-26	0.073
COc1cccc(CN2CCCN(S(=O)(=O)c3ccc(Br)cc3)CC2)c1	-2	-10	-2	3	20	-2	-2	36	0.55
O=C(Nc1ccc2nc(-c3ccc(Br)o3)[nH]c2c1)c1cccs1	/	-11	-2	-4	20	33	8	22	-1.7
O=S(=O)(N1CCCCC1)N1CCN(c2ccc(F)cc2)CC1	3	-3	-5	0	12	3	1	13	-1
CCCOc1cccc(NC(=O)c2cc(C)oc2C)c1	-2	1	-7	25	10	9	-10	24	0.024
CCCS(=O)(=O)N1CCN(CCCc2ccccc2)CC1	10	3	0	3	4	-14	-12	-7	-0.024
CC(=O)c1ccc(N2CCN(C(=O)c3cc4c(-c5ccccc5F)nn(C)c4s3)CC2)cc1	0	-3	-3	5	23	11	-6	19	-0.14
Cc1cc2ccccc2cc1CN1CCOCC1	1	-3	6	5	-9	1	-9	-2	-0.018
O=C(c1ccc2c(c1)OCO2)N1CCCC(c2ccccc2)C1 (stereo not drawn)	-4	-6	2	-1	13	-2	3	17	1.8
O=C(O)CCCn1nc(-c2ccccc2)c2ccccc21	4	-1	1	0	7	8	-5	6	/
CC(=O)NCC(=O)OCC(=O)Nc1ccc(C(C)=O)cc1	0	-6	-10	6	16	-10	-3	-12	-0.56
CCC(NS(=O)(=O)c1ccc(C)cc1)C(=O)N1CCC2(O)CCCCC2C1 (stereo not drawn)	4	-4	2	4	-10	-1	3	1	-0.025
COc1cccc(-n2c(SCC(=O)Nc3cc(C)on3)nc3c([nH]c4ccccc43)c2=O)c1	-3	-4	-1	-3	-2	14	8	25	5.7*
CC1CCN(c2c(NCc3ccc(C(=O)NCC4COc5ccccc5O4)cc3)c(=O)c2=O)CC1 (stereo not drawn)	10	0	0	0	3	5	-8	4	-0.21
O=C1c2ccccc2C(=O)N1CCn1nc(Cl)nc1Cl	5	2	-3	6	3	19	-4	-26	0.11
Cc1ccc(NC(=O)c2cc(NC(=O)C3CC=CCC3C(=O)O)ccc2N2CCOCC2)cc1 (stereo not drawn)	7	-3	-4	5	10	13	-1	-2	0.066
COCC(C)n1c(C)cc(C(=O)CSc2nc3ccccc3c(=O)[nH]2)c1C (stereo not drawn)	6	-4	5	3	19	25	-2	0	/
O=C(c1ccco1)n1nc(NCc2ccccc2)nc1NCc1ccccc1	6	3	-4	-4	4	6	-6	-1	-0.55
COc1ccc(-n2nnnc2SCC(=O)c2ccc(O)c(O)c2)cc1	12	43	-1	7	9	8	-7	29	-0.93
Cc1nn(CC(=O)Nc2ccc(C(=O)N(C)C)cc2)c(=O)c2ccccc12	7	-5	2	2	5	-2	0	-12	0.39
CCCOc1ccc(N2CC(C(=O)Nc3ccccc3F)CC2=O)cc1 (stereo not drawn)	7	0	6	3	-18	-24	-5	9	-0.63
O=C(NCC1CCCO1)c1ccc2nc(N3CCCCC3)sc2c1 (stereo not drawn)	-2	1	0	0	10	5	-4	-12	0.28
Cc1ccc(C(C(=O)NCc2ccc(F)cc2)N(C(=O)c2csnn2)C2CC2)o1 (stereo not drawn)	-2	-5	-2	-1	-3	-14	1	5	1.4
Cc1cc(C)c2c(=O)[nH]c(=O)n(Cc3ccccc3)c2n1	8	-10	0	-11	16	20	-14	1	4.3
COc1ccc(C(=O)N2CCN(c3c(C)cccc3C)CC2)cc1OC	13	-5	5	1	-3	-2	-14	13	0.77
CN1CC(=O)N(CC(=O)Nc2ccc(Cl)c(C(F)(F)F)c2)C1=O	2	-1	-3	2	6	11	-3	4	/
CCOC(=O)N1CCN(C(=O)c2cn(C)c(=O)c3c2c2ccccc2n3C)CC1	0	0	-1	2	8	25	-2	6	0.34
CCc1nnc2c3cnn(-c4ccccc4)c3ncn12	2	-3	1	6	14	10	-3	/	0.3
CC1(C)CC(=O)CC(=Nc2ccc(C(=O)O)cc2)C1	12	-1	3	10	1	-6	-19	-26	0.31
CCCCNC(=O)c1cccc(C(=O)NCCCC)c1	/	2	1	2	14	10	-10	5	-0.54
O=C1Nc2ccccc2C12Nc1ccccc1S2 (stereo not drawn)	-1	-15	-4	-4	5	0	1	4	-0.0077
O=C(CSc1nnc(-c2ccco2)n1CC1CCCO1)N1CCCCC1 (stereo not drawn)	8	0	10	5	8	-11	-2	-3	0.51
Cc1c(NC(=O)c2noc3c2CCc2ccccc2-3)c(=O)n(-c2ccccc2)n1C	-1	-3	-2	-1	12	0	4	-2	-0.29
CCCCOC(=O)c1cccc(NC(=O)CC)c1	-10	3	2	2	-11	-15	-8	16	-0.019
COc1cc(NC(=O)CN2C(=O)NC(C)(CC(C)C)C2=O)cc(OC)c1 (stereo not drawn)	6	-1	2	1	6	0	-4	4	-0.051
COc1cccc(-c2cc(C(F)(F)F)nc(N3CCN(c4ccccc4)CC3)n2)c1	7	/	0	4	5	-1	-5	-1	/
COC(=O)c1ccc(Cn2nnc3ccccc3c2=O)o1	-4	-5	-5	-2	8	35	4	-8	1.5
CCOC(=O)N1CCN(C(=O)c2cn(CC)c3ccc(S(=O)(=O)N4CCCC4)cc3c2=O)CC1	2	-4	1	-1	9	11	-17	-1	0.17
Cc1ccc2oc(=O)c3cnn(CC(=O)N4CCCCCC4)c3c2c1	6	-1	-4	-5	-5	14	-5	-14	-0.14
CC(NC(=O)c1ccco1)c1ccc2c(c1)OCCO2 (stereo not drawn)	10	-4	0	8	13	-2	-3	-12	-0.74
CCc1cc(C(=O)OC)c(NC(=O)CCC(=O)O)s1	6	-2	5	1	7	-1	-6	10	0.33
O=c1[nH]cnc2scc(-c3ccc(F)cc3)c12	4	-4	-5	3	9	-5	2	-3	-0.011

Additional results:
smiles	Ec RNAP inh	Hsp90 block	CatB block	CatB mixtures	AP complement	DUSP1 inh	Cdc25B inh	Ecoli tolC	D1 allo mod
CC(=O)c1cc(OC(=O)c2ccncc2)ccc1OC(=O)c1ccncc1	5	-22	-1	0	18	8	-3	-18	-0.28
O=C(NCCCNC(=O)C(F)(F)C(F)F)C(F)(F)C(F)F	11	-2	2	5	-11	19	-9	-18	-0.49
COCCN1Cc2cccc(C(=O)Nc3cc(C)cc(C)c3)c2C1=O	8	-2	6	0	-8	6	3	8	-0.075
CCOC(=O)CNC(=O)c1sc2nc(C)cc(C)c2c1N	4	-4	-3	1	14	10	-11	-12	0.26
